PfG6PD inh: PfG6PD (Plasmodium falciparum) enzyme inhibition. PfGluPho enzyme, NADPH resazurin-diaphorase fluorescence. inhibition, % at 20 µM. 0.78% of 350,000 active;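 active means inhibition reaching at least a set limit at 20 µM in the primary screen, cut at about 59% in these data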;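 further: 0% = DMSO wells with substrate and 100% = DMSO wells lacking glucose-6-phosphate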
SENP6 block: inhibitors of human SENP6 protease. inhibition, % at 10 µM. 1.8% of 330,000 active. AID 2599. Recombinant SENP6 catalytic domain, aminoluciferin luminescence;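 active means inhibition above about 50% at the single tested dose, limit read from the data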;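 further: plate controls were DMSO wells with enzyme for no effect and DMSO wells lacking enzyme for full effect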
SENP8 block-1: inhibitors of human SENP8 protease. AID 2540. purified SENP8, Z-RLRGG-aminoluciferin cleavage, luminescence. 1.2% of 330,000 active. inhibition, % at 10 µM; in the data active means inhibition above about 50%
Target sequence (Q96LD8 whole entry, looked up): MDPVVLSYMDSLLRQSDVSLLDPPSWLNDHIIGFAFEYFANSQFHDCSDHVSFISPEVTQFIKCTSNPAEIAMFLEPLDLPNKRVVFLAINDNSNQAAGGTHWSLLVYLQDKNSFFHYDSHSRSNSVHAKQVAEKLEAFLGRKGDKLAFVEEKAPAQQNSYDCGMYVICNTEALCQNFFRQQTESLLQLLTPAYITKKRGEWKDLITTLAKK
Apaf-1 inh: human Apaf-1 inhibition; reconstituted apoptosome caspase-3 activity, DEVD-Rh110 fluorescence; inhibition, % at 20 µM; 0.71% of 330,000 active; AID 489030; O14727; active means inhibition of at least 40% at 20 µM;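 further: plate controls were DMSO wells for no effect and DEVD-CHO caspase inhibitor wells for full effect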
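Assay system – apoptosome proteins · Medium – Hepes buffer, pH 7.5 · Also added – cytochrome c with DEVD-Rh110 · Timing – 30 min compound preincubation, 50 min activation, room temperature · Detection – Rh110 fluorescence, excitation 480 nm, emission 540 nm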
SENP1 inh: inhibitors of human SENP1 SUMO protease catalytic domain; recombinant SENP1 catalytic domain, CyPet-SUMO1-YPet FRET cleavage; inhibition, % at 10 µM; 0.21% of 360,000 active;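 active means inhibition at least 30% at 10 µM, raw YFP signal under a set limit, fluorescence ratio 0.5 to 1.5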;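 further: 0% = enzyme with DMSO and 100% = no enzyme wells; some results filed as inactive read as strong as hits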
Target sequence (Q9P0U3 419-644 limits assumed): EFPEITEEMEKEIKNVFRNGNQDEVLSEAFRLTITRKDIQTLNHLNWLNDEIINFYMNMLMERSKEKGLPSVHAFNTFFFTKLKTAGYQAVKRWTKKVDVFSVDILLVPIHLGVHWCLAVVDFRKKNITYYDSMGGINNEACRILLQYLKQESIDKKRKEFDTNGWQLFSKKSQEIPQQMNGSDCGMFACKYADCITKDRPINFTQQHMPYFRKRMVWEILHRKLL
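Assay system – human recombinant His6-tagged SENP1 catalytic domain enzyme · Input – SENP1 enzyme, 20 pM final · Buffer or medium – Tris pH 8 buffer plus EDTA, NaCl, BME, BSA, NP40, catalase · Schedule – 50 min reaction at room temperature · Technique – FRET read of cyan and yellow fluorescence · Control set – no-enzyme wells low, DMSO-plus-enzyme wells high control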
HKDC1 inh: HKDC1 (human) hexokinase inhibition | Q2TB90 | recombinant HKDC1, G6PDH/diaphorase resazurin coupled fluorescence | inhibition, % at 20 µM | 0.16% of 340,000 active;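 active means inhibition above about 35% when tested at 20 µM, limit read from the data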;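 further: plate controls were DMSO wells with enzyme for no effect and DMSO wells lacking enzyme for full effect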
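Assay system: in-house recombinant HK5 (HKDC1) enzyme. Input: HKDC1 at 5 µg/mL. Medium: Tris pH 8.0 buffer with MgCl2, Tween-20, BSA, BME. Dosing: single 20 µM dose. Schedule: 90 min reaction incubation at room temperature, dark. Signal: resazurin-to-resorufin fluorescence via G6PDH and diaphorase coupling, 525/613 nm. Controls: DMSO-enzyme wells negative, buffer-substituted wells positive.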
NALP3 yeast inh: blocks the NALP3 inflammasome reconstituted in yeast | AID 2825 | Yeast reconstituted NLRP3/ASC/caspase-1, beta-gal luminescence, 24 h | inhibition, % at 10 µM | 0.39% of 330,000 active;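 active means inhibition of 50% or more; inactive means inhibition below 50%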;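 further: plate controls were induced DMSO wells for no effect and uninduced yeast grown without galactose for full effect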
SENP7 block: inhibitors of human SENP7 protease | Q9BQF6 | recombinant SENP7, Z-RLRGG-aminoluciferin luminescence, 40 min | inhibition, % at 5 µM | 1.5% of 330,000 active;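 active means inhibition above about 50% at the single test dose, limit read from the data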;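 further: plate controls were DMSO with enzyme for no effect and no enzyme buffer wells for full effect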
Target sequence (Q9BQF6 706-1050 limits assumed): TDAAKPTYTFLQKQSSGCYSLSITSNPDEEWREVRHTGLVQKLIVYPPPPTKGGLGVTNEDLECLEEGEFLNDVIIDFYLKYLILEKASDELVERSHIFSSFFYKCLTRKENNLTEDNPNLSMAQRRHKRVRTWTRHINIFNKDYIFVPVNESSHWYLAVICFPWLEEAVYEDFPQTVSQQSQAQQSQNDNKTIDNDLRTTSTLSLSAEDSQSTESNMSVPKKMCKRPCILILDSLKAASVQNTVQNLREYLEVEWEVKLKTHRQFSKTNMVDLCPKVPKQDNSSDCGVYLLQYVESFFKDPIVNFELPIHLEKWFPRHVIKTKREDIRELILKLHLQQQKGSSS
SENP8 block-2: blocks human SENP8 cleavage of Nedd8 substrate. Q96LD8. recombinant SENP8, Nedd8 substrate fluorescence. inhibition, % at 20 µM. 0.64% of 360,000 active. AID 602440; in the data active means inhibition mostly above about 40%, no sharp cut-off; inactive means mostly below about 27%
Numbers without * were called inactive; nt = no result given.

SMILES | PfG6PD inh | SENP6 block | SENP8 block-1 | Apaf-1 inh | SENP1 inh | HKDC1 inh | NALP3 yeast inh | SENP7 block | SENP8 block-2
COC(=O)C1=C(C)Nc2sc(C(N)=O)c(N)c2C1c1ccncc1 (stereo not given) | -11 | 1 | -5 | -7 | -29 | 9 | -8 | 0 | -394
CC(c1nc2ccccc2c(=O)[nH]1)N(C)CCOc1ccc(Cl)cc1 (stereo not given) | 5 | 3 | -2 | -2 | 1 | -2 | 11 | -5 | 30
CCOC(=O)Cn1c(=O)oc2cc(S(=O)(=O)Nc3ccc(F)cc3)ccc21 | -4 | 6 | 4 | 11 | 1 | -12 | 16 | 3 | 10
Cc1nn(-c2ccc(NC(=O)c3ccncc3)cc2)c(C)c1Cl | -6 | -20 | 4 | 11 | 0 | 2 | 32 | -7 | 12
CCOC(=O)c1c(-c2ccc(F)cc2)csc1NC(=O)C1CC=CCC1C(=O)O (stereo not given) | 23 | -18 | -8 | 11 | 3 | -3 | 8 | -9 | -3
COc1cccc(N(CC(=O)NCC2CCCO2)C(=O)CNS(=O)(=O)c2ccccc2)c1 (stereo not given) | -12 | -4 | 4 | -1 | 0 | -3 | -2 | 3 | 10
COc1cccc(C(C(=O)NC2CCCC2)N(Cc2ccc(C)cc2)C(=O)c2ccco2)c1OC (stereo not given) | -11 | -1 | 0 | 9 | 2 | 0 | 16 | 4 | 15
Cc1ccccc1-n1ncc2c(SCC(=O)NC3CCCC3)ncnc21 | 15 | 9 | 2 | -1 | -2 | 0 | 8 | 5 | -4
CCCCOC(=O)Nc1nc2ccc([N+](=O)[O-])cc2s1 | -13 | 11 | 5 | -1 | -1 | -6 | 26 | 7 | 16
COCc1nnc(NC(=O)c2ccc(S(=O)(=O)N3CCCCCC3)cc2)o1 | -23 | -9 | 3 | -1 | 0 | -4 | 1 | 2 | 16
O=C(O)c1ccc(Cn2ccc3ccccc32)o1 | -20 | 1 | 0 | 1 | -1 | 4 | 7 | -1 | -3
Cc1ccc(C)c(S(=O)(=O)NCc2ccc(C(=O)N3CCN(c4ccccc4)CC3)cc2)c1 | -14 | 6 | -10 | 4 | 1 | -3 | 11 | -15 | 11
O=C(c1ccc(Br)c(S(=O)(=O)N2CCOCC2)c1)N1CCN(C/C=C/c2ccccc2)CC1 | -1 | nt | nt | nt | -1 | -3 | nt | nt | 22
COc1ccc(N/N=C(/C#N)S(=O)(=O)c2nsc(C)c2C#N)cc1 | -41 | 6 | -3 | 2 | 1 | -3 | 3 | 3 | -71
CN(CCc1ccccn1)C(=O)CCC1CCCN(C(=O)c2ccc3c(c2)OCCO3)C1 (stereo not given) | 14 | -17 | 7 | -17 | -1 | -2 | 6 | 1 | 29
CC(C)C(OC(=O)Cn1nnc2ccccc21)C(=O)NC1CCCC1 (stereo not given) | 1 | 14 | 6 | -3 | 4 | -8 | 9 | 1 | -4
COc1ccc(NC(=O)C2CC(=O)OC23CCCCC3)cc1 (stereo not given) | 1 | 2 | -4 | 6 | 0 | -2 | 10 | 11 | 15
COc1ccc(NC(C)=O)cc1CNC(=O)COc1c(C)c(C)cc(C)c1C | -8 | -24 | -14 | 11 | 1 | -4 | -10 | -11 | 14
CCOC(=O)C1=C(O)/C(=C\c2ccc(CNS(=O)(=O)c3ccc(Br)cc3)o2)N=C1C | 24 | -12 | -2 | 24 | -25 | -11 | 16 | -5 | -192
CCCCCCCCNS(=O)(=O)CCNCc1ccccc1OC | 11 | nt | nt | nt | 3 | -3 | nt | nt | -3

Quoted at random: three records from the list, in no set order.
SMILES | PfG6PD inh | SENP6 block | SENP8 block-1 | Apaf-1 inh | SENP1 inh | HKDC1 inh | NALP3 yeast inh | SENP7 block | SENP8 block-2
COc1cccc(C(C(=O)NC2CCCC2)N(Cc2ccc(C)cc2)C(=O)c2ccco2)c1OC (stereo not given) | -11 | -1 | 0 | 9 | 2 | 0 | 16 | 4 | 15
COC(=O)C1=C(C)Nc2sc(C(N)=O)c(N)c2C1c1ccncc1 (stereo not given) | -11 | 1 | -5 | -7 | -29 | 9 | -8 | 0 | -394
Cc1nn(-c2ccc(NC(=O)c3ccncc3)cc2)c(C)c1Cl | -6 | -20 | 4 | 11 | 0 | 2 | 32 | -7 | 12

Additional records:
SMILES | PfG6PD inh | SENP6 block | SENP8 block-1 | Apaf-1 inh | SENP1 inh | HKDC1 inh | NALP3 yeast inh | SENP7 block | SENP8 block-2
Cn1c(=O)oc2cc(S(=O)(=O)NC3CCN(Cc4ccccc4)CC3)ccc21 | 3 | -4 | 8 | -8 | -1 | -3 | 8 | -4 | 8
CCOc1ccc(N(Cc2cc3cc(OC)ccc3[nH]c2=O)C(=O)C2CCCO2)cc1 (stereo not given) | 6 | -17 | -5 | 7 | -3 | 7 | -7 | -7 | -448
Cc1cc(C)nc(NC(=O)c2cccs2)c1 | 1 | -5 | -18 | -16 | -1 | -3 | 17 | 10 | 4
CSc1ccccc1OCc1cc(C(=O)NCCC2=CCCCC2)no1 | -11 | 6 | 0 | 11 | -3 | -8 | 18 | 0 | 2
CC1CN(C(=O)CN2C(=O)NC3(CCCCCCC3)C2=O)CC(C)O1 (stereo not given) | -18 | -2 | -10 | 0 | 3 | -13 | 9 | -7 | -10
C=CCc1cccc(C=Nc2cccn3cc(-c4ccccc4)nc23)c1O | 2 | 13 | -1 | 8 | -39 | 0 | 12 | 6 | -374
O=C(CCc1nc(-c2ccccc2)c(-c2ccccc2)o1)OCc1ccc(Cl)cc1 | 4 | 9 | -6 | 10 | -9 | -4 | 0 | -2 | 11
COCCNC(=O)NC12CC3(C)CC(C)(CC(C)(C3)C1)C2 | 8 | -1 | 0 | -2 | -1 | -11 | 17 | 1 | 14
Cc1nn(-c2ccccc2)c2c1C(c1ccc([N+](=O)[O-])cc1)N1C(=N2)C(=O)Nc2ccccc21 (stereo not given) | -1 | -3 | -9 | 12 | -43 | 1 | 7 | -3 | 11
O=c1ccc(Cc2ccc(Cl)cc2)n[nH]1 | -6 | -5 | -12 | -2 | 0 | -8 | 10 | -6 | 4
CCN(CCCNC(=O)Cn1ncc2c([nH]c3ccc(C)cc32)c1=O)c1cccc(C)c1 | -25 | -8 | -2 | 0 | 3 | -7 | 10 | -11 | -10
N#Cc1nc(-c2ccccc2Cl)oc1NCc1ccco1 | 6 | 1 | -5 | 7 | -3 | 15 | 8 | 6 | -294
Cc1ccc(/C=N/NC(=O)Cn2nnc(N)n2)o1 | 9 | 5 | -10 | -1 | 2 | 6 | 1 | 10 | 26
NNc1nc(-c2ccccc2)cc(-c2ccc(Br)cc2)n1 | -11 | -11 | -21 | 21 | -1 | 1 | 16 | -16 | -240
CCn1c(O)c(/C=C2\C=Nc3ccccc32)sc1=Nc1ccccc1 | 3 | -24 | -8 | 3 | -21 | -5 | 21 | 6 | 16
COc1ccc2nc(SCC(=O)N3CC(=O)Nc4ccccc43)c(C#N)cc2c1 | 9 | -17 | -1 | 10 | 11 | 0 | 12 | 5 | -153
CC(=O)Nc1ccc(SCC(=O)Nc2ccccc2N2CCOCC2)cc1 | -24 | 2 | -5 | -1 | 4 | 3 | 11 | -3 | 15
Cc1ccc(S(=O)(=O)N2CCCC(N3CCOCC3)C2)cc1Cl (stereo not given) | 4 | -11 | -4 | 6 | 3 | -5 | 22 | 16 | 3
CC(C)(C)CNc1cc(N2CCOCC2)ccc1[N+](=O)[O-] | 17 | -8 | -6 | 8 | 5 | 7 | 19 | 0 | 19
Cc1cnc(NC(=O)c2c(-c3ccccc3)noc2C)s1 | -14 | -19 | 1 | 3 | -2 | 3 | 25 | 2 | 7
Nc1ccc(N=Nc2ccc(O)cc2)c(N)n1 | 23 | nt | nt | nt | 5 | 0 | nt | nt | -22
CN(CC(=O)Nc1ccccc1Br)C(=O)c1sccc1-c1ccccc1 | -2 | -15 | -15 | 22 | -1 | -2 | 7 | -15 | 3
O=C(NC(=S)NNC(=O)c1ccccc1[N+](=O)[O-])c1ccc(Br)cc1 | 36 | 40 | 21 | -21 | 0 | -13 | 30 | -4 | 2
O=C(O)C1C2CCC(C2)C1C(=O)NCCCn1ccnc1 (stereo not given) | -25 | -10 | -1 | 8 | 2 | -7 | 3 | 6 | 17
Cc1cc(C)nc(SCC(=O)OCC(=O)Nc2nc3ccccc3s2)n1 | -8 | 1 | -2 | 5 | -10 | -6 | -2 | -2 | -10
COCC(=O)N1CCC(Oc2ccc(C(=O)NC(C)c3nc(C)sc3C)cc2)CC1 (stereo not given) | 14 | -6 | 6 | -5 | -1 | -1 | 12 | 2 | 14
CC1CC(C)CN(C(=O)/C=C/c2ccc(S(=O)(=O)N3CCOCC3)cc2)C1 (stereo not given) | -3 | -18 | -15 | 15 | 1 | -4 | 2 | -1 | 6
CCCCOC(=O)c1ccc(NC(=O)C(=O)NCCN(CC)CC)cc1 | 3 | -12 | -3 | -14 | 0 | -6 | 19 | 1 | 11
Cc1nn(C2CCS(=O)(=O)C2)c(C)c1CN(C)C(=O)c1cccc(Cl)c1 (stereo not given) | -6 | -11 | 1 | -3 | 0 | -3 | 23 | 0 | 6
CCn1c(=NC(=O)CS(=O)(=O)c2ccccc2)sc2cccc(OC)c21 | 10 | -1 | 5 | 15 | -39 | 12 | 7 | 1 | -300
CCCCCCC(=O)N(O)C1CC(=O)N(c2ccccc2)C1=O (stereo not given) | nt | -9 | 2 | -9 | nt | nt | -5 | -1 | nt
CCOC(=O)C1=C(C)N=C2SC(C)C(=O)N2C1c1ccc(OC(C)=O)c(OC)c1 (stereo not given) | 1 | -9 | -6 | 17 | -12 | -2 | -3 | 1 | 3
COc1ccc(Cl)cc1NC(=O)c1cccc([N+](=O)[O-])c1O | 77* | nt | nt | nt | -3 | 15 | nt | nt | 25
COC(=O)C1(C)NC(c2cccs2)C2C(=O)N(c3ccccc3F)C(=O)C21 (stereo not given) | 10 | 21 | -5 | -4 | -2 | 2 | 34 | 4 | 23
Nc1cc(N)nc(SCC(=O)Nc2ccccc2N2CCOCC2)n1 | -2 | 9 | -1 | 1 | 1 | -1 | -7 | 3 | 17
COCCCNc1nc2c(c(=O)[nH]c(=O)n2C)n1CC(O)COc1ccccc1 (stereo not given) | 0 | -2 | 1 | -1 | 1 | -9 | 9 | 6 | 12
CCCCN(CCCC)C(=S)NC(=O)C(C)(C)C | 26 | -3 | -3 | 8 | -1 | -13 | -2 | 8 | 16
Clc1ccc(-c2csc(-c3ccncc3)n2)cc1 | 6 | -17 | -22 | 6 | 3 | -2 | -87 | -6 | -48
CC[C@@H]1C=C(C(=O)O)[C@H](c2ccc(C#N)cc2)N1S(=O)(=O)c1ccc(C)cc1 | 10 | -14 | -8 | -16 | 2 | -6 | 13 | 7 | 8
CC1CC(C)CN(C(=O)COC(=O)c2cc3ccccc3cc2O)C1 (stereo not given) | 13 | 7 | -12 | 14 | -3 | 2 | -8 | 0 | -281
CCN(CC)C(=O)Cn1cc(S(=O)(=O)CC(=O)NCc2ccc(F)cc2)c2ccccc21 | 3 | 1 | 0 | 12 | 3 | -4 | 9 | -2 | 9

Source: PubChem
